Source: PubChem BioAssay (several laboratories)
GPR55 activation = GPR55 agonists via beta-arrestin recruitment, primary screen, imaging, U2OS cells, beta-arrestin-GFP redistribution (AID 1961); U2OS GPR55 beta-arrestin-GFP redistribution imaging; higher % means a stronger effect; 290,000 tested, 0.048% active; activation, % at 10 µM; hits with a dose series show EC50 in µM;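 active = activation above 40% with more than 50 cells counted in the well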;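 note: U2OS osteosarcoma cells stably expressing GPR55 and beta-arrestin-GFP; plate controls were DMSO negative control for no effect and LPI positive control for full effect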
NOD1 inhibition = NOD1 signaling inhibitors, primary screen, cell-based, luminescence, uHTS (AID 1578); NOD1-driven NF-kB luciferase reporter cells, luminescence; higher % means a stronger effect; inhibition, % at 4 µM, or EC50 in µM where a hit was titrated; 290,000 tested, 1% active; in the data active = inhibition mostly above about 36%, no sharp cut-off; inactive = mostly below about 34%;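 note: HEK-293T reporter cells stimulated with the NOD1 agonist gamma-tri-DAP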
GPR55 LPI antagonism = inhibition of LPI-stimulated GPR55 beta-arrestin translocation – imaging, U2OS, beta-arrestin-GFP, LPI agonist, primary screen (AID 2013); U2OS GPR55 beta-arrestin-GFP translocation imaging, LPI antagonism; higher % means a stronger effect; one-dose inhibition, % at 10 µM; IC50 in µM for titrated hits; 290,000 tested, 0.13% active;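 active = spots per cell inhibited over 60%, with over 100 cells counted and total cytoplasm intensity under 500,000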;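 note: U2OS cells stably carrying GPR55 and arrestin-GFP stimulated by 5 µM LPI near EC80; imaged beta-arrestin-GFP aggregate spots per cell after agonist stimulation; plate controls were LPI-stimulated DMSO wells for no effect and DMSO wells without LPI for full effect; some results filed as inactive read as strong as hits; confirmed hits need IC50 under 10 µM and bright autofluorescent wells are also inconclusive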
KOR beta-arrestin-1 = kappa opioid receptor blockers – cell-based, luminescence, uHTS (AID 1778); 290,000 tested, 0.091% active; one-dose inhibition, % at 10 µM; IC50 in µM for titrated hits; KOR beta-arrestin recruitment, luminescence, antagonist mode; higher % means a stronger effect; in the data active = inhibition above about 50%; note: strong numbers were not always called active
KOR beta-arrestin-2 = KOR agonists, beta-arrestin recruitment, primary screen, cell-based, luminescence, uHTS (AID 1777) | KOR beta-arrestin recruitment, luminescence; higher % means a stronger effect | activation, % at 10 µM, or EC50 in µM where a hit was titrated | 280,000 tested, 0.02% active; in the data active = activation above about 50%, passing the limit was not always enough; note: a part of the inactive calls stands beside numbers as strong as those of hits
Rac1 GTP hydrolysis = MgcRacGAP GTPase-activating activity inhibitors, confirmation, biochemical, ADP Hunter fluorescence. inhibition, % at 30 µM, or IC50 in µM where a hit was titrated. MgcRacGAP-stimulated Rac1 GTP hydrolysis, ADP Hunter fluorescence; higher % means a stronger effect; GST-tagged Rac1 F28L mutant substrate. 340,000 tested, 0.6% active;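 active = first-screen hits whose inhibition reached a set limit at any dose in the follow-up dose series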;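 note: fluorescence reports GDP produced by GAP-driven GTP hydrolysis; strong numbers were not always called active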
NTR1 ag = agonists of NTR1, primary screen, imaging, U2OS cells, beta-arrestin-GFP, high content (AID 493036). NTR1-U2OS beta-arrestin-GFP spot imaging, agonist mode. P30989. 330,000 tested, 0.17% active. activation, % at 20 µM;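 active = activation at or above 40% of the spot to cytoplasm intensity ratio, with at least 20 cells analyzed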;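 note: 0% = DMSO without peptide and 100% = 100 nM NTR1 peptide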
Target sequence (P30989 whole entry, looked up): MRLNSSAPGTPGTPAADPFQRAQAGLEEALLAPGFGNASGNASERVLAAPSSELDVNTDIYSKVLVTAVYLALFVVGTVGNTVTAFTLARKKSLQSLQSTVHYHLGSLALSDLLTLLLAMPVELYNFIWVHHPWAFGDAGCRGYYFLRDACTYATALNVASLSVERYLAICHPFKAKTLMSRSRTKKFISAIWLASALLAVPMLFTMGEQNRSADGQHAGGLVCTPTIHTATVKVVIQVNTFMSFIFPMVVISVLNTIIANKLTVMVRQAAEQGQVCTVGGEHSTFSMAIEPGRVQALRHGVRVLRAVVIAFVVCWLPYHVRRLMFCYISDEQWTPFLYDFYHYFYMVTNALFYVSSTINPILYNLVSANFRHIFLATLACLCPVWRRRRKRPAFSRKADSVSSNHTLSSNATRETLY
GPR35 antagonists = inhibition of zaprinast-stimulated GPR35 beta-arrestin translocation – imaging, U2OS, beta-arrestin-GFP, zaprinast agonist, primary screen (AID 2058). U2OS GPR35 beta-arrestin-GFP translocation imaging, zaprinast antagonism; higher % means a stronger effect. inhibition, % at 10 µM; hits with a dose series show IC50 in µM. 290,000 tested, 0.052% active;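 active = inhibition of at least 50% with at least 30 cells and total cytoplasm GFP at most 10,000,000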
UTI89 phage lysis = inhibition of K1F phage lysis, E. coli UTI89, bacterial capsule biogenesis inhibitors, alamar blue (AID 488966). E. coli UTI89 K1F phage lysis, alamar blue, 2 h; higher % means a stronger effect. inhibition, % at 100 µM, or IC50 in µM where a hit was titrated. 340,000 tested, 0.02% active;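 active = phage lysis inhibition, versus mean bacterial control, above a set limit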;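 note: capsule biogenesis inhibitors block K1F phage lysis so surviving cells raise fluorescence; higher fluorescence means more inhibition of phage lysis; actives were called in the ten point dose series up to 300 µM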
NTR1 ag cell count 20 µM = further read-out of NTR1 ag, marked with its call; cell count; measured here: cell count, cytotoxicity flag
* = called active by the depositor; x = no result given; [ ] = another dose, or the depositor's remark. Some of the compounds tested; count on the stated rates, not on these rows.

SMILES | GPR55 activation | NOD1 inhibition | GPR55 LPI antagonism | KOR beta-arrestin-1 | KOR beta-arrestin-2 | Rac1 GTP hydrolysis | NTR1 ag | NTR1 ag cell count 20 µM | GPR35 antagonists | UTI89 phage lysis
Cc1ccc(C(=O)NCc2ccco2)cc1S(=O)(=O)N1CCOCC1 | -0.1% | 30% | -13% | -24% | 5.4% | 6% | 0.0 | 69 | -7% | 0.2%
N#C/C(=C\c1ccc(-c2cccc(Cl)c2)o1)C(=O)Nc1cccc2cccnc12 | -0.1% | -8% | 3% | -34% | -4.4% | 5% | -2.4 | 76 | 9% | 1.8%
COc1ccc(C2=NOC(C(=O)NCc3cccnc3)C2)cc1 (stereo not drawn) | 0.8% | -6% | -2% | 11% | -3.2% | -6% | -0.7 | 100 | 0% | -0.1%
O=C(CCC1CCCC1)Nc1cccc(Cc2ccncc2)c1 | 0.0% | -27% | -6% | -20%[20 µM] | -8.0% | x | 0.5 | 101 | 7% | x
Cc1cc(C(=O)COC(=O)c2ccccc2O)c(C)n1Cc1cccs1 | 0.0% | 99%* | -9% | 5% | -3.1% | 3% | 1.3 | 68 | -8% | -1.8%
O=C(CSc1nc2ccccc2[nH]1)Nc1c(F)cccc1F | -0.3% | x | 5% | -22% | 3.7% | 0% | -1.0 | 72 | 14% | -0.8%
CC(C)CC(=O)C1=C(O)C(=O)N(Cc2ccccc2)C1c1ccccc1 (stereo not drawn) | -0.3% | -30% | 9% | -54%[20 µM] | -2.7% | 14% | -1.0 | 56 | 3% | 2.1%
CN(C)c1ccc(/C=N/NC(=O)c2cc(=O)[nH]c3ccccc23)cc1 | -0.1% | -3% | 1% | 3% | 1.7% | 13% | 1.0 | 64 | -2% | 0.1%
CC(C)Oc1ccc(CNS(=O)(=O)c2csc(C(N)=O)c2)cc1 | -0.1% | 15% | -8% | -53% | -1.0% | 3% | 1.9 | 36 | -14% | 0.8%
COc1ccc(C(=O)CC2(C(=O)O)CCCCC2)cc1 | 0.4% | 23% | -6% | 12% | -2.7% | 7% | -0.8 | 78 | 10% | -0.1%
O=C(CCCOc1ccc(Br)cc1)NCCc1ccc(OC(F)F)cc1 | -0.2% | 10% | -20% | -11% | -3.7% | 4% | 1.2 | 42 | -12% | 0.2%
CC(C)CCn1c(O)c(N=NC(=O)c2ccco2)c2ccccc21 | 0.2% | 24% | 13% | -30% | 5.2% | 8% | 6.0 | 56 | 3% | 8.3%
CCCC(=O)Nc1nnc(SCC(=O)NC2CC2)s1 | -0.2% | -25% | 6% | -29% | -1.5% | -13% | 0.8 | 52 | -8% | -0.4%
CCCCNC(=O)N1CCCC(N(C)CCc2ccc(OC)c(OC)c2)C1 (stereo not drawn) | 0.2% | -14% | -4% | -21%[20 µM] | -2.9% | 5% | -0.3 | 56 | 3% | 0.5%
Cc1[nH]c2ccccc2c1Cc1nnc(SCC(N)=O)o1 | -0.3% | -6% | -9% | -25% | -2.9% | 13% | 0.9 | 72 | 15% | 3.6%
CCn1cc(/C=C(\NC(=O)c2ccc(OC)c(OC)c2)C(=O)NCCCO)c2ccccc21 | 0.7% | -24% | 10% | -7% | -3.9% | 3% | 1.4 | 33 | -9% | -0.1%
Cc1ccc(N(C(=O)c2snc(C(N)=O)c2N)C(C(=O)NC2CCCC2)c2ccncc2)cc1 (stereo not drawn) | -0.1% | -18% | -18% | -21% | 4.1% | -4% | 2.8 | 45 | 22% | 0.2%
COc1ccc(-n2c(SCC(=O)Nc3sc4c(c3C#N)CCCC4)nnc2-c2ccc(O)cc2)cc1 | -0.1% | -64% | -10% | -17% | x | -3% | 25 | 89 | -12% | -0.1%
CCN(C(=O)c1cc2c(=O)n3ccccc3nc2n1C)C1CCCCC1 | -0.1% | -6% | -13% | -9% | -1.8% | 9% | -0.8 | 79 | 17% | -0.1%
CNC(=O)c1ccccc1NC(=O)C1CC(=O)N(C(C)C)C1 (stereo not drawn) | -0.2% | -14% | 3% | 13%[20 µM] | -6.8% | 10% | -1.8 | 52 | 1% | 0.3%
O=C(CCn1c(=O)oc2ccccc21)Nc1ccccc1 | -0.2% | -7% | 9% | 0% | 5.6% | 4% | -0.1 | 68 | 13% | 0.9%
O=C(N/N=C/C=C/c1ccccc1)c1cccs1 | -0.8% | -30% | 7% | 5% | 1.9% | 6% | 1.0 | 46 | 16% | 0.6%
CCc1nnc(NC(=O)CSc2nnc(-c3ccccc3O)o2)s1 | -0.1% | -35% | -15% | -42% | 3.3% | 3% | 1.0 | 37 | -6% | 3.4%
O=C(NCc1cccnc1)c1cc2nc(-c3ccc4c(c3)OCO4)cc(C(F)(F)F)n2n1 | -0.2% | -31% | -11% | 9% | -5.7% | 9% | 2.0 | 64 | 5% | -0.9%[50 µM]
CC(C)n1c(O)c(N=NC(=O)CNC(=O)CCc2ccccc2)c2ccccc21 | -0.1% | -3% | 0% | 20% | -3.1% | 13% | 0.6 | 58 | 17% | 0.0%

3 compounds from above with just KOR beta-arrestin-2, NTR1 ag cell count 20 µM and GPR55 activation.
SMILES	KOR beta-arrestin-2	NTR1 ag cell count 20 µM	GPR55 activation
COc1ccc(-n2c(SCC(=O)Nc3sc4c(c3C#N)CCCC4)nnc2-c2ccc(O)cc2)cc1	x	89	-0.1%
N#C/C(=C\c1ccc(-c2cccc(Cl)c2)o1)C(=O)Nc1cccc2cccnc12	-4.4%	76	-0.1%
O=C(CCCOc1ccc(Br)cc1)NCCc1ccc(OC(F)F)cc1	-3.7%	42	-0.2%

Further records
SMILES | GPR55 activation | NOD1 inhibition | GPR55 LPI antagonism | KOR beta-arrestin-1 | KOR beta-arrestin-2 | Rac1 GTP hydrolysis | NTR1 ag | NTR1 ag cell count 20 µM | GPR35 antagonists | UTI89 phage lysis
Cn1cc(S(=O)(=O)NCCc2ccccc2)c(=O)n(C)c1=O | -0.1% | 1% | 14% | 7% | -0.1% | 10% | 1.5 | 53 | -3% | 2.5%[50 µM]
N=c1c(C(=O)NC2CCCC2)cc2c(=O)n3ccccc3nc2n1C1CCCCC1 | -0.1% | -11% | -17% | 5% | -4.0% | 2% | 1.0 | 51 | -14% | 0.1%
O=c1[nH]n(CCO)c(=O)c2cccnc12 | -0.2% | -2% | 1% | 20% | 1.8% | 10% | -0.5 | 65 | 12% | 0.3%
CCN(CC)S(=O)(=O)c1ccc(NC2c3ccccc3C(=O)N2CCN2CCOCC2)cc1 (stereo not drawn) | -0.3% | -14% | 11% | -12% | -3.6% | 0% | -0.6 | 63 | -4% | -4.4%
CC1(C)C(=O)C2(CCCCC2)C(=O)OC1C(=O)c1ccccc1 (stereo not drawn) | 0.2% | -58% | -1% | x | 8.1% | 0% | -0.7 | 47 | 2% | 4.0%
CCOC(=O)c1nnn(-c2ccccc2)c1C | 0.2% | -11% | -8% | 3% | -9.2% | 4% | -0.4 | 92 | -2% | 1.9%
CC(=O)N1CCN(c2ccc(NC(=O)c3ccco3)cc2Cl)CC1 | -0.1% | -28% | 12% | 9% | -3.2% | 9% | 0.4 | 64 | 6% | 1.2%[50 µM]
O=C1C(=O)N(CCO)C(c2cccc(F)c2)/C1=C(\O)c1ccc(Cl)cc1 (stereo not drawn) | -0.1% | 9% | 8% | -2% | 7.4% | -2% | 1.2 | 53 | 15% | 1.7%
Cc1ccc(C(=O)N/C(=C\c2cccs2)C(=O)N2CCN(C)CC2)cc1C | -0.2% | -8% | -2% | 27% | -1.2% | 10% | 1.2 | 43 | -20% | 0.3%
Cc1cc(Nc2ccc3c(c2)OCCO3)c2cccc(C)c2n1 | 0.1% | -12% | 10% | -9% | 8.0% | 15% | 7.2 | 43 | 8% | 2.3%[50 µM]
O=C(Nc1cccc(C(F)(F)F)c1)c1cc2c(s1)-c1ccccc1OC2 | -0.4% | -36% | 25% | 30% | 1.2% | 5% | 17 | 60 | -6% | 0.0%[50 µM]
CCOC(=O)c1c(C)[nH]c(C(=O)OC/C(O)=C(\C#N)c2nc3ccccc3[nH]2)c1C | 0.0% | -27% | -1% | -24% | -4.2% | 7% | 1.4 | 61 | -13% | -0.8%
Cc1sc2nc(SCC(=O)NCc3ccco3)n(CCc3ccccc3)c(=O)c2c1C | -0.1% | -45% | -1% | 22% | 9.1% | 4% | 3.6 | 87 | 17% | -0.2%
COC(=O)CCCC1=CC2=C(c3ccccc3)C(=O)C(C)(OC(=O)C3CCCC3)C(=O)C2=CN1C1CCCC1 (stereo not drawn) | 0.7% | 3% | -3% | 28% | 0.9% | 10% | 1.4 | 60 | -10% | 0.9%
COc1ccccc1C(=O)NNC1CC(=O)N(c2ccc3c(c2)OCCO3)C1=O (stereo not drawn) | 0.2% | -27% | 7% | 7% | -1.0% | 9% | 1.4 | 52 | 4% | 0.0%
Cc1cc2c(cc1C)CSC(c1ccccc1OC(=O)C(C)(C)C)SC2 | 0.3% | 24% | -7% | -30% | 0.0% | 8% | 1.9 | 53 | -2% | 1.7%[50 µM]
N#CCC(=N)N1CCN(c2ccc(F)cc2)CC1 | 0.0% | -7% | -7% | -48% | -0.2% | 1% | 1.2 | 37 | -5% | 0.7%
CCOC1=NN(c2ccc(Cl)cc2)C(=O)/C1=C\N(C)C | 0.4% | -16% | 6% | 10% | -1.9% | 3% | 1.1 | 102 | -14% | -0.1%
O=C(OCC(=O)c1ccccc1Cl)c1cnccn1 | 0.5% | -30% | 6% | -10% | 0.2% | 3% | -0.5 | 50 | -3% | 6.6%
O=C(Nc1cccs1)Nc1ccc(Br)cc1F | -0.3% | 65% | -2% | 26% | 2.9% | 8% | 5.3 | 80 | -1% | 1.2%
Cc1ccc(NCc2nnc(SCC(=O)Nc3ncc(C)s3)n2CC2CCCO2)c(C)c1 (stereo not drawn) | 0.5% | -4% | -15% | -48% | -7.9% | 2% | -1.4 | 78 | -3% | 0.2%
Cc1ccc(Cl)cc1Nc1nc(-c2sc(NC(=O)C(C)(C)C)nc2C)cs1 | -0.2% | -2% | 23% | 0% | 0.9% | -8% | -1.8 | 71 | 0% | 4.5%
CCCc1nc2c(=O)n(C)c(=O)[nH]c2n1CCC | -0.1% | -9% | -3% | -4% | -0.8% | 7% | 4.0 | 57 | -2% | 0.2%
C/C(=N\NC(=O)CSCc1ccc([N+](=O)[O-])cc1)c1ccccc1O | -0.3% | -22% | 14% | -7% | 2.9% | 8% | -1.3 | 71 | -8% | 0.1%
Cc1ccc(NC(=O)Nc2ncccc2C)cc1 | 0.0% | 20% | x | -42% | 6.4% | 9% | -1.0 | 78 | 14% | 0.2%
CC(C)c1ccccc1NC(=O)c1cnccn1 | -0.1% | -8% | -3% | 33% | 3.1% | 4% | 0.6 | 71 | -3% | 8.5%
